PfHsp90 set2 = inhibits growth of yeast expressing Plasmodium falciparum Hsp90; S. cerevisiae expressing PfHsp90, BacTiter-Glo ATP, 48 h; yeast lacking PDR1 and PDR3 efflux regulators; inhibition, % at 9.4 µM; 310,000 compounds, 0.32% hits; AID 504621;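 active = every replicate shows inhibition above about 80%, whatever the replicate mean, limit read from the data; inconclusive = mean inhibition reaches the set limit but some replicate falls short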;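 also: 0% = DMSO neutral controls and 100% = 20 µM radicicol positive controls; yeast relying on Plasmodium falciparum Hsp90 in place of its own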
Ecoli viability = reduces bacterial viability in AddAB counter-screen. 330,000 compounds, 0.27% hits. inhibition, % at 11.9 µM. AID 449728. E. coli V3065 growth, OD600 absorbance, 18 h;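 active = inhibition above the campaign's mean inhibition across all tested compounds plus 3 SD, cut at about 9.9% in these data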;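 also: uninfected addAB+ strain grown without phage in ampicillin broth; 0% = DMSO wells and 100% = ciprofloxacin 0.95 µg/ml wells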
HTR5A inv ctr = counter-screen for OPRM1-OPRD1 inverse agonists: human HTR5A inverse agonism | P47898 | HTR5A cell line, luminescence | inhibition, % at 9.3 µM | 340,000 compounds, 0.083% hits; in the data active = inhibition mostly above about 23%, no sharp cut-off; inactive = mostly below about 18%;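 also: 0% = cells with DMSO and 100% = no-cell wells with DMSO; some compounds called inactive have numbers as strong as hits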
MOR-DOR ag = OPRM1-OPRD1 heterodimerization agonism | P35372+P41143 | cells, luminescence | activation, % at 9.3 µM | 340,000 compounds, 0.3% hits | AID 504326; in the data active = activation above about 18%;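 also: 0% = vehicle-treated cells and 100% = reference agonist; values of inactives mirror those of a sister screen read the other way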
Target sequence (P35372 whole entry, looked up): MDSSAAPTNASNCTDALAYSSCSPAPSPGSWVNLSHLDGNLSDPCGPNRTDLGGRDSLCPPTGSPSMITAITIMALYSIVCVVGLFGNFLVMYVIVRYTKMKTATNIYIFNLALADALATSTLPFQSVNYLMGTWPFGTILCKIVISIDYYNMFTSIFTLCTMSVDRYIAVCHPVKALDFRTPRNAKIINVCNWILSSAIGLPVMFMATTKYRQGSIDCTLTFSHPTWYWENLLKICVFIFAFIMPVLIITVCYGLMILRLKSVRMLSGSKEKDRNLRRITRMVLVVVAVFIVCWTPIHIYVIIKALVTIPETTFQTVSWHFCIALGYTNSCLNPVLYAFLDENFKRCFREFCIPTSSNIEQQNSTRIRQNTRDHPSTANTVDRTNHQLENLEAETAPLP
Target sequence (P41143 whole entry, looked up): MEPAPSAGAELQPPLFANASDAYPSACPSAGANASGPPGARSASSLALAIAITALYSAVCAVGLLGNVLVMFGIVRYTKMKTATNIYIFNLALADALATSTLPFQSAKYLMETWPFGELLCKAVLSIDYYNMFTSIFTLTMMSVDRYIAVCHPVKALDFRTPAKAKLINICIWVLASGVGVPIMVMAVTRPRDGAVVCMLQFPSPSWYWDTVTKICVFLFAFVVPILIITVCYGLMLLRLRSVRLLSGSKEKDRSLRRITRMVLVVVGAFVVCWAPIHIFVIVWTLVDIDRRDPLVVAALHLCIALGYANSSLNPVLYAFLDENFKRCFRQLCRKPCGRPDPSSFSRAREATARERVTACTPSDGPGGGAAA
PKA-R2B act = activates the human PKA-R2B holoenzyme complex | P22694+P31323 | PKA-R2B holoenzyme dissociation, Cy5-IP20 fluorescence polarization; R2B truncated from residue 108, S112A mutant; 0% DMSO only, 100% 113 µM cGMP | activation, % at 11.4 µM | 340,000 compounds, 0.079% hits;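 active = activation above a cutoff set at the mean over all compounds plus 3 SD, cut at about 18% in these data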;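 also: higher means more holoenzyme dissociation and a rise in polarization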
MOR-DOR inv ag = inverse agonist of human OPRM1-OPRD1 heterodimerization; P35372+P41143; cell-based MOR-DOR heterodimer luminescence, inverse agonism; inhibition, % at 9.3 µM; 340,000 compounds, 0.21% hits; AID 504357; in the data active = inhibition above about 22%, passing the limit was not always enough;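 also: 0% = cells with DMSO and 100% = wells without cells with DMSO; values of inactives mirror those of a sister screen read the other way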
SUMO Mot1 rescue = SUMOylation pathway inhibition by Mot1-301 growth rescue | S. cerevisiae Mot1-301 growth rescue, ATP luminescence, 38.5C; percent above DMSO median, 100 means doubled | growth rescue, % at 18.8 µM | 320,000 compounds, 1% hits;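 active = every valid replicate shows activation above 250% relative to neutral control wells; inactive = the rest, any valid replicate at or below 250%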;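 also: OY570 slx delta 5 strain wells were the positive control but not used for scaling; some compounds called inactive have numbers as strong as hits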
PKA-R1A activ = activators of PKA-R1A complex; activation, % at 11.4 µM; 340,000 compounds, 0.083% hits; PKA-R1A dissociation, Cy5-IP20 fluorescence polarization; scaled: DMSO 0%, 113 µM cGMP 100%; P00514+P68181;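 active = percent activation above the mean of all tested compounds plus 3 SD, cut at about 19% in these data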;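 also: higher means more PKAc released from R1A so a rise in polarization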
phage Ecoli inh = E. coli growth loss with phage present; growth absorbance; inhibition, % at 11.9 µM; 360,000 compounds, 0.26% hits; in the data active = inhibition above about 11%
Tat export inh = E. coli Tat transport inhibition. inhibition, % at 10 µM. AID 488895. E. coli MC4100 TorA-mCherry Tat export, fluorescence. 340,000 compounds, 0.036% hits;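 active = mean replicate inhibition at least 50% and at least half of replicates individually reaching 50%; inconclusive = only one of the two criteria met; inactive = neither criterion met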;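 also: exported cargo escapes ClpAP degradation while cytoplasmic cargo is degraded and loses fluorescence; 0% = median of neutral control wells and 100% = median of NaSCN control wells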
AddAB inh = less growth of phage-infected E. coli with AddAB. E. coli expressing H. pylori AddAB, absorbance growth. inhibition, % at 11.9 µM. 330,000 compounds, 0.29% hits; in the data active = inhibition above about 12%;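 also: 0% = vehicle wells of infected cells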
Active calls of the source: *; ? = inconclusive; · = no result given.

SMILES	PfHsp90 set2	Ecoli viability	HTR5A inv ctr	MOR-DOR ag	PKA-R2B act	MOR-DOR inv ag	SUMO Mot1 rescue	PKA-R1A activ	phage Ecoli inh	Tat export inh	AddAB inh
CC(C)NC(=O)C(C)n1cccc1C(=O)c1ccccc1 (stereo not given)	-3	2.2	-15	-0.4	5	2	9	-5	1.1	-3	3.3
CCCCCN(C(=O)NC(=O)Nc1ccc(C)cc1C)S(C)(=O)=O	-30	0.0	-9	-0.3	-1	2	209	5	1.5	5	0.6
C[C@H](CCC(=O)OCc1cn(CC(=O)c2ccc(O)cc2)nn1)C1CC[C@H]2[C@@H]3CC[C@@H]4C[C@H](O)CC[C@]4(C)[C@H]3C[C@H](O)[C@]12C (stereo not given in full)	-2	·	-11	-1.2	-4	6	·	-9	2.5	-2	·
Nc1nnnn1CC(=O)N/N=C/c1ccc(-c2cccc(Cl)c2)o1	6	-1.9	14	-1.6	3	10	7	-6	4.6	?	2.3
Cc1ccc2c(c1)C1CN(C)CCC1N2C(=O)COc1ccc(N(C)C(=O)c2ccccc2)cc1 (stereo not given)	21	-0.6	·	·	-3	·	-10	-3	2.9	-7	2.1
Cn1nnnc1Sc1ncnc2scc(-c3ccsc3)c12	-3	-2.2	-11	-2.6	4	15	110	5	-1.8	3	-1.6
CS(=O)(=O)c1ccc(Cl)c(NC(=O)c2cccc(Br)c2)c1	-1	0.3	-14	-0.5	1	3	4	2	4.7	1	0.4
Cc1ccc(S(=O)(=O)N2CCCCC2)cc1NC(=O)CCNC(=O)c1ccc([N+](=O)[O-])cc1	·	·	-23	2.3	-7	-15	·	-4	4.0	-1	·
CCn1c(SCC(=O)N2CCCC2)nnc1-c1ccco1	-43	0.6	-30	-0.8	7	5	4	12	2.6	0	2.2
COC(=O)Cc1ccc(NC(=O)c2ccc(C(C)(C)C)cc2)cc1	11	-0.2	-18	0.1	-6	-1	-7	-6	0.4	7	0.7
O=C(O)c1ccccc1NCCO	8	0.1	-1	-2.5	2	13	13	-21	2.6	-3	1.2
O=S(=O)(c1ccc(Nc2ccc(-c3ccc4c(c3)OCCO4)nn2)cc1)N1CCCC1	-3	2.4	-7	2.3	8	-14	76	-7	-0.2	12	1.5
COC(=O)c1ccc(CN2CCN(CCCc3ccccc3)C(CCO)C2)cc1 (stereo not given)	-2	0.3	2	-0.1	-15	1	2	-6	0.9	-8	4.6
O=C(NC1CCCC1)c1cnn2c(C(F)(F)F)cc(-c3ccc4c(c3)OCO4)nc12	-24	-0.7	-4	-4.5	-2	22	-18	-1	·	-2	2.3
CCN(CC)C(=O)[C@H]1C[C@H](CC(=O)NCc2cccc(C(F)(F)F)c2)C(=O)N2CCc3c([nH]c4cc(-c5ccco5)ccc34)[C@]12C	-15	0.4	-10	1.5	-5	-7	·	1	·	26	0.4
C=CCSc1nnc(NC(=O)CCNC(=O)c2ccco2)s1	-38	1.3	-4	-1.1	7	6	-24	-10	5.7	-6	8.9
CCOc1ccc(N2C(=O)/C(=C/c3ccccc3)N=C2SC)cc1	-17	-0.6	-7	-1.3	4	7	-13	9	2.0	8	-2.5
CCOC(=O)Cc1nc2ccccc2[nH]1	-49	3.6	2	-3.5	-6	19	955	-10	1.6	-4	-0.5
CN(C)c1nc2n(c(=O)n1)C(C#N)CS2 (stereo not given)	2	-0.7	-37	2.5	7	-13	6	-12	3.6	22	-0.2
Cc1ccc2[nH]c(=O)c(C(c3nnnn3C(C)(C)C)N(Cc3ccco3)CC3CCCO3)cc2c1 (stereo not given)	-40	-0.9	19	-1.2	1	7	224	3	0.6	-10	0.7
COc1cc(C(=O)N2CCN=C2c2ccccc2)cc(OC)c1OC	14	-0.7	-23	-1.5	3	8	-7	-1	0.0	-1	1.1
COC(=O)c1ccc(N2CCN(C)CC2)c(NC(=O)c2sc3ccccc3c2Cl)c1	11	0.3	-7	3.8	-1	-19	14	-9	-0.6	0	-0.4
Cc1ccc(Sc2cc(C(=O)NCCN(C)C)c3ccccc3n2)cc1	-7	-1.2	-1	-2.3	-8	12	-2	-2	0.2	18	0.3
CCCOc1ccc(C(CC(=O)O)NC(=O)C(c2ccccc2)c2ccccc2)cc1 (stereo not given)	·	0.0	-16	-4.3	-9	17	8	-14	1.2	3	0.4
CC(Sc1nnc(-c2ccc(C(C)(C)C)cc2)n1C)C(N)=O (stereo not given)	-40	0.5	-17	-2.4	-5	14	-8	-17	1.2	3	2.9
O=C(Nc1cccc(Cl)c1)N1CCOCC1	5	0.8	-3	-2.6	5	13	3	-2	2.5	1	-0.9
CC(C)(C)NS(=O)(=O)c1ccc(CCC(=O)NCc2ccccn2)cc1	-8	3.3	8	-0.6	13	3	-13	5	0.3	3	5.8
CCOC(=O)c1c[nH]c2c(C(=O)c3ccccc3)cc(Cl)cc2c1=O	8	·	-21	-0.2	-3	1	-8	-1	-0.9	-3	·
COc1ccccc1NC(=O)C(=O)N/N=C/c1cccs1	-2	1.0	12	-2.0	-16	10	6	1	3.1	-7	4.2
CC(C)CCNC(=O)CSc1nnc(-c2ccc(S(=O)(=O)N3CCCC3)cc2)n1C	41	-0.7	0	-1.2	6	7	13	-5	-0.1	5	0.5
CCc1ccc(-c2cnc3nc[nH]c(=O)c3n2)cc1	2	0.3	-8	-2.4	13	12	-4	-3	2.9	8	-0.2
O=C(COC(=O)c1cnccn1)Nc1ncc(Cl)cc1Cl	18	-1.6	-2	0.1	-12	-1	157	-3	0.5	-4	0.2
O=C(NCc1ccc2c(c1)OCO2)c1cccc(S(=O)(=O)N2CCOCC2)c1	·	3.0	-2	-1.7	-8	9	-5	-4	2.5	1	2.5
CC1(C)C([N+](=O)[O-])C(c2ccc(F)cc2)NC(c2ccc(F)cc2)C1[N+](=O)[O-] (stereo not given)	-17	2.6	5	4.3	11	-21	-5	-5	0.4	-7	4.0
CC(=O)Cc1nsc(NC(=O)c2cccc(F)c2)n1	·	0.5	6	0.7	-8	-5	-6	-3	4.3	10	-0.7
COc1cccc(CNS(=O)(=O)c2ccc3c(c2)NC(=O)CS3)c1	-15	-0.2	-9	-3.4	-2	17	-5	1	1.4	-1	1.9
COC(=O)c1ccc(N2CCN(C)CC2)c(NC(=O)COc2ccc(OC)cc2)c1	·	0.2	-17	2.5	2	-14	-15	1	2.2	11	-0.4
O=C1CC(=O)CC(c2ccccc2Cl)C1	-6	-0.9	-16	-1.0	-3	6	7	-11	3.6	-2	2.6
COc1ccc(/C=C2\Oc3cc(OCC(=O)N4CCC[C@H]4CO)ccc3C2=O)c(OC)c1	6	-0.7	7	-2.1	12	10	1	8	·	13	1.5
CC(=O)c1c(C)[nH]c(C(=O)NCc2ccco2)c1C	-18	2.4	-26	0.2	-3	-1	-2	-15	-2.5	-5	1.1
CCCc1nc2ccc(NC(=O)NCCC(=O)OCC)cc2c(=O)n1Cc1cccc(Cl)c1	20	-1.5	-38	-2.3	-2	11	4	3	1.2	3	-2.7
COc1ccc(N2CCN(c3ccc(NC(=O)NN)cc3)CC2)cc1	4	-1.1	-8	0.2	6	-1	12	6	2.9	-1	-1.3
O=C(c1ccco1)N1CCN(Cc2nnc(-c3ccccc3F)o2)CC1	2	-0.9	8	-2.3	5	12	4	-8	-0.3	9	3.1
COc1ccc(Cl)cc1NC(=O)CNCc1cccs1	17	-0.4	11	-1.1	-19	5	4	-2	2.8	9	0.4
COc1ccc2oc(C(=O)OCC(=O)NC(C)(C#N)C3CC3)c(C)c2c1 (stereo not given)	36	-1.0	7	-0.9	-4	5	-3	-5	1.1	9	0.9
Cc1nn(Cc2ccc([N+](=O)[O-])cc2)c(=O)n1-c1ccc(F)cc1	·	-0.3	-2	-2.3	-2	12	561	1	1.7	-1	5.7
COc1cccc(-c2c(NC(=O)c3ccco3)oc3ccc(Cl)cc3c2=O)c1	0	-0.6	3	-1.3	-5	7	6	-6	0.1	-2	3.0
C[C@@H]1CC[C@]2(C(=O)O[C@@H]3O[C@H](CO)[C@@H](O)[C@H](O)[C@H]3O)CC[C@]3(C)C(=CCC4[C@@]5(C)CC[C@H](O[C@@H]6OC[C@H](O)[C@H](O[C@@H]7O[C@H](CO)[C@@H](O)[C@H](O)[C@H]7O)[C@H]6O)C(C)(C)C5CC[C@]43C)C2[C@]1(C)O (stereo not given in full)	-2	-0.3	-7	-1.4	11	8	-21	-1	3.7	19	3.1
CCOC(=O)C1CCN(C(=S)NC2CC3C=CC2C3)CC1 (stereo not given)	6	-0.9	·	·	·	·	-9	·	1.1	0	0.6
CSc1nc2ccc(N3C(=O)C4CCCCC4C3=O)cc2s1 (stereo not given)	·	1.7	-20	2.2	-8	-12	-6	-8	3.8	0	1.3

Later entries:
SMILES	PfHsp90 set2	Ecoli viability	HTR5A inv ctr	MOR-DOR ag	PKA-R2B act	MOR-DOR inv ag	SUMO Mot1 rescue	PKA-R1A activ	phage Ecoli inh	Tat export inh	AddAB inh
COc1ccccc1/C=C\C=N\NC(=O)CCn1nnc2ccccc21	18	-3.4	16	-2.2	-6	14	2	-1	4.4	-5	-1.4
CCc1cccc2c(C=C(C#N)C#N)cn(CC(=O)N3CCCCCC3)c12	·	0.4	6	0.8	-3	-5	4	-13	2.5	-12	1.3
Cc1cccc2nc(Cn3c(=O)n(CCC(=O)NCc4ccco4)c(=O)c4sccc43)cc(=O)n12	·	-1.6	-28	-1.0	2	6	·	-6	3.3	10	-1.4
Cc1ccc(S(=O)(=O)/N=C(\CN2CCOCC2)N2CCOCC2)cc1	27	0.1	8	-1.6	-4	7	6	2	2.0	-8	-2.3
Cn1c(CN2CCCC2)nc2cc(NC(=O)Nc3ccccc3)ccc21	-14	-2.0	0	-2.7	-5	13	-1	-1	2.3	-18	2.1
O=C(NCc1ccco1)c1cnc2ccccn2c1=O	-10	-2.6	-5	-0.7	2	4	10	-10	1.9	4	3.5
Cc1[nH]n(-c2ccc(Br)cc2)c(=O)c1/C=N/NC(=O)c1ccccc1	19	·	-9	-3.6	-6	17	-3	-16	-1.9	9	·
COc1ccc(CCNS(=O)(=O)c2ccc(-n3cnnn3)c(OC)c2)cc1OC	14	-0.9	2	-3.6	2	18	-5	-4	-1.6	1	3.9
CC(C)N1CCc2c(sc(NC(=O)C3CCCCC3)c2C(N)=O)C1	-25	3.4	-4	-1.0	8	5	-20	-9	1.7	-23	0.3
CCOc1ccc(-n2c(=S)sc3c(=O)[nH]c(SCC(=O)NCC4CCCO4)nc32)cc1 (stereo not given)	4	-0.5	30	-3.0	-1	16	·	3	2.4	0	1.9
Cc1nn2c(SCC(=O)c3cccs3)cc(C(C)(C)C)nc2c1-c1ccccc1	3	-2.7	1	0.1	-5	0	-11	-15	2.4	?	-0.7
CN1CCC(OC(=O)COc2ccc(Cl)cc2Cl)CC1	19	0.4	-9	-2.7	-10	13	1	0	-1.8	-1	-1.7

Assay outcomes deposited in PubChem BioAssay by several laboratories.
